# RBBP9 inhibitor – human RBBP9 hydrolase inhibition. 0.2% of 220,000 active. inhibition, % at 7.94 µM. recombinant RBBP9, FP-Rh probe fluorescence polarization. O75884. AID 1515;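 active means inhibition above the campaign mean of all tested compounds plus 3 SD, cut at about 14% in these data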;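 further: plate controls were DMSO wells with RBBP9 for no effect and wells lacking RBBP9 protein for full effect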
# Target sequence (O75884 whole entry, looked up): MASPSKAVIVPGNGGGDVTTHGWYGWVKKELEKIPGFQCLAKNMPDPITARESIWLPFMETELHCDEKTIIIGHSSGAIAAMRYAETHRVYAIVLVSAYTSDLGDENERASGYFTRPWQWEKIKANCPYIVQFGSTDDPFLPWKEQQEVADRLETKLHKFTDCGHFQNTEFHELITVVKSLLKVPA
#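 Controls: DMSO-treated enzyme wells and wells lacking RBBP9 | Material: RBBP9 protein | Technique: Fluorescence polarization | Replication: Single well per compound, no replicates | Buffer or medium: Tris-NaCl-Pluronic buffer, pH 8.0 | Timing: 30 min compound preincubation, 45 min probe labeling, 25 °C | Read-out basis: Percent inhibition from mP, scaled between DMSO and no-protein wells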
# BaF3 tox – parental Ba/F3 viability inhibition as JAK2V617F counter-screen; AID 1486; inhibition, % at 5.6 µM; 1.1% of 220,000 active; CellTiter-Glo ATP luminescence;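 active means inhibition above a per-campaign cutoff, the mean inhibition of all tested compounds plus 3 SD, cut at about 27% in these data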;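 further: 0% = DMSO wells and 100% = JAK Inhibitor I control wells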
# p97 inhibitor – human p97 ATPase inhibition. P55072. recombinant p97 ATPase, Kinase-Glo ATP luminescence, 3 h. inhibition, % at 8 µM. 0.42% of 220,000 active. AID 1481; in the data active means inhibition above about 15%;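 further: 0% = DMSO vehicle and 100% = wells lacking enzyme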
# Ba/F3 V617F tox – lowers viability of Ba/F3 cells expressing EpoR and JAK2V617F; ATP luminescence; inhibition, % at 5.6 µM; 1.1% of 220,000 active; AID 1446;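 active means inhibition above the campaign mean plus 3 SD over all tested compounds, cut at about 24% in these data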;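 further: cytokine-independent growth of Ba/F3 cells driven by EpoR plus mutant JAK2; 0% = DMSO-treated cells and 100% = JAK inhibitor I control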
# Furin inhibitor – human furin inhibition; P09958; purified furin, fluorogenic substrate cleavage; inhibition, % at 30 µM; 0.061% of 220,000 active; AID 463115; in the data active means inhibition above about 25%; further: inactives centre near -15
# EP2 antag – inhibitors of human EP2 prostaglandin E2 receptor; C6 glioma cells expressing human EP2, cAMP TR-FRET; cells stimulated with saturating PGE2; inhibition, % at 25 µM; 0.52% of 260,000 active; AID 1422;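 active means percent inhibition above 40 after rounding to a whole number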;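 further: rat C6 glioma host cells with rolipram phosphodiesterase inhibitor present; the protocol text gives 20 µM as final concentration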
# Target sequence (P43116 whole entry, looked up): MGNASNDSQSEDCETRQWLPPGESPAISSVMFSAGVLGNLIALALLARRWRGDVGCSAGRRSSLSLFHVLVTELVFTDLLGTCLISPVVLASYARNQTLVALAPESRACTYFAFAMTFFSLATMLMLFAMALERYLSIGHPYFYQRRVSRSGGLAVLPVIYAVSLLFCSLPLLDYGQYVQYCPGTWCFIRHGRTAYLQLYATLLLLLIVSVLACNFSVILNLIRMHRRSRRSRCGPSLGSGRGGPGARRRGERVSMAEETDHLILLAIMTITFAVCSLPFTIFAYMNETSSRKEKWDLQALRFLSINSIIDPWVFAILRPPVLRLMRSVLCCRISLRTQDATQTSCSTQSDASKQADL
# TbHK1 inh – T. brucei hexokinase 1 inhibition; recombinant TbHK1, G6PDH-coupled NADH A340; inhibition, % at 10 µM; 0.11% of 220,000 active; AID 1430;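 active means inhibition of 50% or more in the single-dose primary screen; inactive means inhibition below 50%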
# NCF1 inh – blocks human p47phox regulatory protein of NADPH oxidases; inhibition, % at 24.7 µM; 0.53% of 220,000 active; p47phox/p22phox peptide binding, fluorescence polarization, 2 h; P14598;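 active means inhibition above about 30%, limit read from the data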;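 further: 0% = p47phox with labelled peptide and 100% = labelled peptide alone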
# Target sequence (P14598 whole entry, looked up): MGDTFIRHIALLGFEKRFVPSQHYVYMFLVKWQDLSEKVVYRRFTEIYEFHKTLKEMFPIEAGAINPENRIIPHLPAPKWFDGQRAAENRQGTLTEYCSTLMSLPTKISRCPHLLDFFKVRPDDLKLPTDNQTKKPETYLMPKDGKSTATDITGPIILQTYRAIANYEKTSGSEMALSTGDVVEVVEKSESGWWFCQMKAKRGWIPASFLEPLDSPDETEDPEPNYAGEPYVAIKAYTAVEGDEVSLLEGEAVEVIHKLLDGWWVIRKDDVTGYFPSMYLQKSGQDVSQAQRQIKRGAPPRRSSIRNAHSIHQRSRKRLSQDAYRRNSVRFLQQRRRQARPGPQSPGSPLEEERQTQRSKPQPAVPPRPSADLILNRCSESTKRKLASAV
# PPC-1+TRAIL kill – PPC-1 cancer cell killing with TRAIL present; cell killing (% activity), % at 4 µM; AID 1443; PPC-1 cells + TRAIL, ATPLite viability luminescence; 0.41% of 220,000 active;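 active means cell killing above 50% in the first pass at 4 µM, then a duplicate retest at 5 µM averaging 50% or more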;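 further: plate controls were cells with TRAIL plus DMSO for no effect and medium-only wells lacking cells for full effect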
# Starred values were filed as active, the others as inactive; · = no result given; & = joins results of further samples; [ ] = dose if it differs, or a comment.
SMILES,RBBP9 inhibitor,BaF3 tox,p97 inhibitor,Ba/F3 V617F tox,Furin inhibitor,EP2 antag,TbHK1 inh,NCF1 inh,PPC-1+TRAIL kill
COc1cc(OC)nc(/N=C/NO)n1,-7,-2,-3,-2,-14,5,-2,-13,-2
O=C(N/N=C/c1ccc(N2CCOCC2)o1)c1cccc(F)c1,-2,6,6,-1,3[20 µM],14,-20,-1,14
Nc1nc(SCC(=O)Nc2ccc(OCc3ccccc3)cc2)n[nH]1,-9,1,-3,5,-5,12,2,-5,10
O=C(CCNS(=O)(=O)c1cccc2nsnc12)NCc1ccco1,3,3,3,0,-9,6,-5,-3,7
COc1cc(N2CCCC2)c(OC)cc1/C=c1/sc2nc3ccccc3n2c1=O,-3,4,-1,2,-19,·,-15,-112,13
O=C(Nc1ccc(Cl)c(Cl)c1)Nc1nnc(CC2=CCCCC2)s1,-7,1,6,-3,-25,8,9,-15,12
C/C(=N\NC(=O)c1ccc(OC2OCCOC2Oc2ccc(C(=O)N/N=C(\C)c3ccncc3)cc2)cc1)c1ccncc1 (stereo unspecified),-3,-1,10,-2,-6,8,-29,21,-1
CNC(=O)COC(=O)c1cc(-c2ccco2)nc2ccccc12,4,-1,-4,-1,2,18,-6,-2,10
CCOC(=O)C1CCCN(c2c(N3CCOCC3)c(=O)c2=O)C1 (stereo unspecified),-7,-1,1,-5,-38,4,-14,-12,21
CN(C)/C=C(\C#N)C(=O)Nc1ccc(F)c(Cl)c1,-7,-5,-1,3,-14,6,-12,-5,29
C/C(CCC(C)C)=N\NS(=O)(=O)c1ccc(C)c([N+](=O)[O-])c1,-2,1,-5,1,-20,12,6,0,3
CC(Oc1ccc(F)cc1)C(O)CCN(C)C (stereo unspecified),-5,5,1,3,-10,7,-3,11,0
COc1ccc(OC)c(NC(=O)CC2SC(=N)N(c3ccccc3)C2=O)c1 (stereo unspecified),-7,3,5,-3,-18,5,1,-8,-4
CCOc1ccc(/C(O)=C2/C(=O)C(=O)N(CCN(C)C)C2c2ccccc2)cc1Cl (stereo unspecified),-4,7,-1,2,-5,5,-16,-16,-1
CCCn1nc2cc(C(=O)NC3CCc4ccccc43)ccc2c1OCC (stereo unspecified),2,1,-2,-4,-9[20 µM],2,1,-3,14
Cc1cc(Nc2ccccc2)nc(N)n1,-7,9,-1,3,-13[20 µM],8,-2,-7,-16
CNC(=O)c1ccc2c(c1)nnn2C,3,0,1,-6,-23,10,-4,1,5
O=[N+]([O-])c1ccc(C=Nc2ccc(Cl)cc2Cl)s1,-5,0,4,-1,-18[20 µM],5,-9,-1,23
Cc1ccc(C)c(N2CCN(C(=O)COc3cc(=O)n(C)c4ccccc34)CC2)c1,-8,4,0,-1,-10,·,-2,-27,-4
COc1ccc(-c2noc(CCC(=O)NCCN3CCN(c4ccccc4F)CC3)n2)cc1,-1,8,0,1,-15[20 µM],12,-5,-16,47
C=CCNC(=O)c1ccc(C(=O)c2ccccc2)cc1,-1,4,2,-2,-8,7,2,-13,10
CN(C)S(=O)(=O)c1cccc(C(=O)Nc2ccc(Cl)cn2)c1,-5,13,2,1,-20,7,0,-1,28
CCOC(=O)C1CCN(C(=O)COc2ccc(S(=O)(=O)N3CCCC3)cc2C)CC1,-2,9,1,-1,-28,3,1,-4,-4
CCOC(=O)C(=O)NNc1ccccc1OC,-2,1,3,-1,-21,12,-13,-6,9
COc1ccc(CNC(=O)CCSCc2cccc(Cl)c2)cc1,7,2,2,-2,13,-1,4,0,11

# (next part)
SMILES,RBBP9 inhibitor,BaF3 tox,p97 inhibitor,Ba/F3 V617F tox,Furin inhibitor,EP2 antag,TbHK1 inh,NCF1 inh,PPC-1+TRAIL kill
Cc1ccc(C)c(NC(=S)NCCCN2CCOCC2)c1,-3,8,4,0,-28,4,-5,0,11
NC(=O)NC(=O)COC(=O)c1cccc(NS(=O)(=O)/C=C/c2ccccc2)c1,-15,-2,-6,4,3,5,12,-12,25
CCOc1ccccc1C(=O)NCC(=O)O,1,-1,3,0,-21,11&4,-3,-2,22
CC(C)[C@H](NC(=O)c1ccccc1)C(=O)N1CCc2ccccc21,1,11,-3,6,-17,1,1,-34,8
Cc1cc(C)n(-c2nc3sc4c(c3c(=O)[nH]2)CCCC4)n1,-12,6,1,-3,-5[20 µM],·,3,-5,17
COc1ccc(C(=O)NC(=S)Nc2ccc3c(c2)Cc2ccccc2-3)cc1,-5,0,-3,-2,-19[20 µM],22,-18,-5,-5
CN(CCC1CCOCC1)Cc1nc(Cc2ccccc2F)no1,-4,7,-4,0,-11,5,-5,4,3
C/C(=N\NC(=O)COc1ccc(C(C)(C)C)cc1)c1ccccc1,-5,2,3,-2,-30,0,-1,-9,-2
COc1cc2cc(Br)cc(Br)c2nc1C,0,8,-3,3,-15[20 µM],14,1,-10,25
COc1ccc(C)cc1S(=O)(=O)N(CC(=O)O)c1ccc(F)cc1,-2,3,-5,3,-14[20 µM],5,2,-7,11
CCCCN(CC)C(=O)/C=C/c1cccc([N+](=O)[O-])c1,-3,0,1,-2,-34[20 µM],8,-1,-11,15
Cc1ccc(Nc2c3c(nc4ncnn24)CCC3)cc1,-4,-2,4,-3,-12[20 µM],5,-7,-1,3
CCOC(=O)c1cc(C)n(Cc2ccc(OCC)c(OC)c2)c1C,-7,4,-2,1,-10[20 µM],9,-8,-4,6
c1ccc2c(c1)CCN(c1nc3cc4c(cc3s1)OCCO4)C2,-2,4,-10,2,-8,4,0,-6,84*[5 µM]
CCC(C)n1c(SCC(=O)NCc2ccco2)nnc1-c1cccc(S(=O)(=O)N2CCOCC2)c1 (stereo unspecified),-5,1,1,-3,-16[20 µM],10,5,-7,14
O=C1CC(c2ccc(F)cc2)Cc2nc(NCc3ccco3)ncc21 (stereo unspecified),-3,5,1,1,-22,19,2,-3,-7
COc1cc(C(=O)Nc2ccc(Oc3ncnc4sc(-c5ccccc5)cc34)cc2)cc(OC)c1OC,-4,7,10,-2,-16,7,-10,-12,16
COc1ccc(N2CCN(C(=O)c3ccc(Cl)c(S(=O)(=O)N4CCCC4)c3)CC2)cc1,-4,2,2,-1,-25,7,-3,-10,15
Cc1occc1C(=O)NNC(=O)Nc1ccc([N+](=O)[O-])cc1,2,11,5,6,-16,6,-15,-2,-7
CC(C(=O)Nc1ccccc1C(=O)N1CCOCC1)N(c1ccc(Cl)cc1)S(C)(=O)=O (stereo unspecified),-9,4,-3,3,-24,17,0,6,-21
CCCc1nc(SCc2ccc(Cl)cc2Cl)n[nH]1,0,0,3,-5,-25[20 µM],6,-4,-10,-21
COc1ccc(OCC(=O)OCCNC(=O)c2cccnc2)cc1,-5,-2,8,-5,-20,0,-6,-3,14
N#C/C(=C/c1cn(-c2ccccc2)nc1-c1cccc(OCc2ccc(F)cc2)c1)C(=O)NCCCn1ccnc1,-12,11,5,-1,-4,8,-9,8,20
CCOc1ccc2nc(C)cc(Nc3ccc4c(c3)OCCO4)c2c1,-3,7,-3,9,5,8,-22,-32,32
O=C(CCc1nc(-c2ccccc2)no1)N1CCCC1,-15,4,-1,4,-2,10,36,-13,-8

# Four successive compounds already listed:
SMILES,RBBP9 inhibitor,BaF3 tox,p97 inhibitor,Ba/F3 V617F tox,Furin inhibitor,EP2 antag,TbHK1 inh,NCF1 inh,PPC-1+TRAIL kill
COc1ccc(OCC(=O)OCCNC(=O)c2cccnc2)cc1,-5,-2,8,-5,-20,0,-6,-3,14
N#C/C(=C/c1cn(-c2ccccc2)nc1-c1cccc(OCc2ccc(F)cc2)c1)C(=O)NCCCn1ccnc1,-12,11,5,-1,-4,8,-9,8,20
CCOc1ccc2nc(C)cc(Nc3ccc4c(c3)OCCO4)c2c1,-3,7,-3,9,5,8,-22,-32,32
O=C(CCc1nc(-c2ccccc2)no1)N1CCCC1,-15,4,-1,4,-2,10,36,-13,-8

# The listing continues:
SMILES,RBBP9 inhibitor,BaF3 tox,p97 inhibitor,Ba/F3 V617F tox,Furin inhibitor,EP2 antag,TbHK1 inh,NCF1 inh,PPC-1+TRAIL kill
Cc1cccc(C)c1OCC(=O)Nc1ccc(NC(=O)c2ccco2)cc1,-6,3,3,-2,-20,7&5,3,7,-15
CC(C)(C)c1ccc(C2CC2C(=O)N/N=C\c2ccc[nH]2)cc1 (stereo unspecified),-6,75*,7,100*,-31,12,-1,-15,9
Cn1c(Br)nc2c1c(=O)n(CC(O)COc1ccccc1)c(=O)n2C (stereo unspecified),-4,4,-1,4,-25,9,-10,-13,-13
COCCNC(=O)C(c1ccc(O)cc1)N(C(=O)CCC(=O)Nc1nccs1)c1cccc(C)c1 (stereo unspecified),-4,3,-1,3,-19,6,-5,-9,3
Cc1nc(C(=O)NNC(=O)c2ccccc2Cl)c(C(F)(F)F)o1,-4,1,0,4,-23,11,5,-5,2
COc1ccc(NC(=O)CN2c3cccc4cccc(c34)S2(=O)=O)c(OC)c1,2,6,0,-3,-23[20 µM],-1,-7,-16,14
CCO[C@H]1OC(C(=O)NC2CC2)=C[C@@H](C)[C@@H]1CCCO,0,-4,3,-3,-33,10,-1,·,-8
Cc1ccc(OCC(=O)N/N=C/c2cc([N+](=O)[O-])ccc2N2CCCCC2)cc1,-2,6,2,0,-22,11,15,-19,14
COC(=O)CCCCCN1C(=O)/C(=C\c2ccncc2)SC1=S,1,-5,1,-2,-17,51*,-26,6,-8
COc1cccc(-c2cc(C(=O)Nc3ccc4c(c3)OCCO4)c3ccccc3n2)c1,-7,4,0,0,-17[20 µM],·,-10,-35,4
Cc1cc(NC(=O)c2cccc(S(=O)(=O)N3CCCCCC3)c2)no1,-5,5,-2,0,-16[20 µM],8,-6,0,6
COC(=O)CSc1nnc(C)n1-c1ccc(C)cc1,1,6,-1,0,-12[20 µM],12,-1,4,8
COc1ccc(-n2nnnc2SCC(=O)Nc2nc3c(s2)CCCC3)cc1,-3,3,1,-5,-14[20 µM],8,-4,-18,13
COc1ccccc1CNC(=O)CSc1cc(=O)n(C)c2ccccc12,-2,3,0,1,-15,1,-1,9,-3
O=C(N/N=C/c1c[nH]c2ccccc12)C1CC1c1ccccc1 (stereo unspecified),-5,5,4,-1,-21,12,-7,-20,-2
Cc1ccc2cc(C)c3nnc(SCC(=O)N4CCN(C(=O)c5ccco5)CC4)n3c2c1,-2,3,-2,-2,-6[20 µM],14,-6,-4,5
C=CCn1c(CNC(=O)c2ccccc2F)nnc1SCC(=O)NC(C)c1ccccc1 (stereo unspecified),3,0,-1,0,-19,1,-10,·,1
CCOc1ccc(OCc2cccc(C(=O)N3CCCCCC3)c2)cc1,-5,11,-2,0,-16,5,-3,-12,27
N#Cc1cc2c(=O)n3ccccc3nc2n(-c2ccccc2Cl)c1=O,-2,8,3,0,-113,5,-11,-15,26
CCc1c(C)nc(N)c(C#N)c1-c1ccccc1,7,10,2,4,-9,9&4,4,-8,·
O=C(NC(=S)Nc1nc2ccc(F)cc2s1)c1ccco1,-1,-1,8,0,-15,11,-21,-10,40
CCCC1CCC(c2ccc(C(N)=O)cc2)CC1 (stereo unspecified),8,3,-4,3,2[20 µM],11,1,·,0
S=C(NCc1ccccc1)NCc1ccccn1,-8,-2,0,-3,-19,1,-3,-8,-12
O=C(Nc1ccccc1)C1CCCN1C(=O)NCc1ccccc1 (stereo unspecified),3,0,9,-2,-22,5,-1,-11,-5
CCCCCN(C(=O)NC(=O)Nn1cnnc1)S(C)(=O)=O,-1,1,9,-4,-18,9,3,-2,3
CCOc1cc(S(=O)(=O)n2nc(C)cc2C)ccc1F,1,9,-5,7,-24[20 µM],2,3,-2,29
COCCn1c(SCc2ccc(C(=O)OC)o2)nc2cc(Cl)ccc2c1=O,-7,0,1,-3,-14,1,3,-14,-14

# Screens (PubChem)

# A portion of the library. The share of hits here may be higher or lower than overall.
